# From PubChem BioAssay
# MOR-DOR ag: agonists of human mu-delta opioid receptor heterodimerization | cells, OPRM1-OPRD1 heterodimerization, luminescence | activation, % at 9.3 µM | 340,000 compounds, 0.3% hits | AID 504326; in the data active = activation above about 18%;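 note: 0% = vehicle-treated cells and 100% = reference agonist; values of inactives mirror those of a sister screen read the other way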
# Arrestin-AP2 inh: inhibitors of human beta-arrestin and AP2 interaction; FITC-arrestin peptide / GST-AP2 beads, flow cytometry; AP2 beta2 appendage carries R879A mutation; inhibition, % at 10 µM; 340,000 compounds, 0.31% hits; AID 504490;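 active = inhibition above a set limit, near 3 SD of compounds lacking own fluorescence, cut at about 54% in these data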;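 note: plate controls were DMSO wells for no effect and 5 µM unlabelled arrestin peptide for full effect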
#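 System: GST-AP2 R879A bound to glutathione beads, E. coli-expressed. Also added: 50 nM FITC-arrestin peptide. Schedule: compound with beads 12 min RT, then probe 1 h RT. Signal: bead flow cytometry, FITC channel. Read-out basis: percent response.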
# Wnt bcat act: activators of Wnt/beta-catenin signaling; Wnt/beta-catenin reporter cell assay, activator, plate reader; AID 743398; 300,000 compounds, 1.2% hits; activation, % at 9.35 µM; in the data active = activation above about 30%, passing the limit was not always enough; inconclusive = no clear call, values can overlap the other calls;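 note: 0% = neutral control wells and 100% = positive control wells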
# RTF Ca sens act: increases calcium sensitivity of human cardiac regulated thin filaments | P19429+P45379 | IANBD-labeled TnC RTF fluorescence at EC20 calcium; 0% EC20 calcium, 100% full calcium | activation, % at 7.2 µM | 340,000 compounds, 0.24% hits | AID 493008;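 active = activation above the mean over all tested compounds plus 3 SD, cut at about 30% in these data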;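 note: rise in fluorescence read as greater calcium sensitivity of cardiac thin filaments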
# OPRM1-OPRD1 inv: mu-delta opioid heterodimer inverse agonism. P35372+P41143. cell-based MOR-DOR heterodimer luminescence. inhibition, % at 9.3 µM. 340,000 compounds, 0.21% hits; in the data active = inhibition above about 22%, passing the limit was not always enough;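 note: 0% = cells with DMSO and 100% = wells without cells with DMSO; values of inactives mirror those of a sister screen read the other way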
# V-ATPase pH: alters yeast V-ATPase proton transport; S. cerevisiae, pHLuorin cytosolic pH fluorescence; response, % at 10 µM; 350,000 compounds, 0.37% hits; AID 504577; in the data active = response mostly above about 7.3%, no sharp cut-off; inactive = mostly below about 5.4%; note: actives read high; inactives centre near 0; some compounds called inactive have numbers as strong as hits; reference of the scale not given here
# C-LANA FP: blocks KSHV LANA C-terminal domain binding to DNA; MBP-C-LANA/FAM-LBS DNA binding, fluorescence polarization; inhibition, % at 9 µM; 340,000 compounds, 0.078% hits; AID 504423;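 active = highest replicate inhibition at or above 60% at 9 µM, even if other replicates fall short; inactive = all replicates below 60% inhibition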;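 note: 0% = neutral control wells and 100% = 4 µM acridine orange control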
# Keap1-Nrf2 PPI: inhibitors of human Keap1-Nrf2 protein-protein interaction; Q14145; AID 504523; Keap1 Kelch-Nrf2 peptide fluorescence polarization, 1536-well; 340,000 compounds, 0.15% hits; inhibition, % at 9.4 µM; in the data active = inhibition above about 12%; inconclusive = no clear call, values can overlap the other calls; inactive = below about 7.3%;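 note: human Keap1 Kelch domain with fluorescein labeled Nrf2 9mer peptide probe; 0% = neutral control wells and 100% = peptide positive control; higher means more block of Keap1 binding to Nrf2 peptide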
# RTF Ca sens inh: cardiac RTF calcium desensitization; IANBD-labeled cardiac RTF, Ca2+ fluorescence; inhibition, % at 7.15 µM; 340,000 compounds, 0.12% hits; AID 493244;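 active = inhibition above the mean inhibition of all tested compounds plus 3 SD, cut at about 17% in these data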;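 note: assay run at fixed EC70 calcium of 1.6 mM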
# Pemphigus Ab inh: inhibitors of pemphigus antibody binding to human desmoglein-3; DSG3-coupled beads, scFv-anti-DSG3-GFP binding, flow cytometry; stronger effect = lower value; binding (percent of control), % at 10 µM; AID 588358; 310,000 compounds, 0.48% hits;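 active = binding more than 3 SD below its plate's average and above zero; inconclusive = below that plate limit but binding exactly zero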; note: some compounds called inactive have numbers as strong as hits
# Target sequence (P32926 whole entry, looked up): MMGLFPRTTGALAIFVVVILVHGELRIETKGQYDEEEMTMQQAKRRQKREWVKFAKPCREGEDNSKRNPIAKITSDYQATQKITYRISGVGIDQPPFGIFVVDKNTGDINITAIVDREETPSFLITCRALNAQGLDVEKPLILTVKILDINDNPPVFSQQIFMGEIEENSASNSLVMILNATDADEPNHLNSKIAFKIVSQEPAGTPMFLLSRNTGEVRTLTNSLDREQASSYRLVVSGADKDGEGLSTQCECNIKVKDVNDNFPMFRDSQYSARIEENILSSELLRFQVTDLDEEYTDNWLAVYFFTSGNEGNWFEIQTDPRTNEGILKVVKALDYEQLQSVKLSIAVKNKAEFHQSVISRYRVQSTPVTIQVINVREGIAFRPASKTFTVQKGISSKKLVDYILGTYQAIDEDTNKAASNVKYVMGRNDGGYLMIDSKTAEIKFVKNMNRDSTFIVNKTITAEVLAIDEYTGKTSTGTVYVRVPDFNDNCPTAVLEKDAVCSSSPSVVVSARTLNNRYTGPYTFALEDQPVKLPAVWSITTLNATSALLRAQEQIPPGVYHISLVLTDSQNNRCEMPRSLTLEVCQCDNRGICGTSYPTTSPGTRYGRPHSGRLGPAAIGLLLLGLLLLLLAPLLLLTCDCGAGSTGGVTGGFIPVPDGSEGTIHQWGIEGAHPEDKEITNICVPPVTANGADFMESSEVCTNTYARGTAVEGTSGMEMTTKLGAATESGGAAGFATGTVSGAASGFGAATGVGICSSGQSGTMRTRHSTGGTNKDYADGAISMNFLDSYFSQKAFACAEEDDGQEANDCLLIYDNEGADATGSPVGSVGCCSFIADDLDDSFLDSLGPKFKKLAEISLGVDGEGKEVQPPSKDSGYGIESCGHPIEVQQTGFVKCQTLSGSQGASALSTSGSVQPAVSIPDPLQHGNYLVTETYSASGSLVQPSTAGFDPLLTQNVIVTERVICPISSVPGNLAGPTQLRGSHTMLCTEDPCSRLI
# * = called active by the depositor; ? = inconclusive; / = no result given.
SMILES,MOR-DOR ag,Arrestin-AP2 inh,Wnt bcat act,RTF Ca sens act,OPRM1-OPRD1 inv,V-ATPase pH,C-LANA FP,Keap1-Nrf2 PPI,RTF Ca sens inh,Pemphigus Ab inh
Cc1oc(-c2ccccc2F)nc1CS(=O)(=O)CC(=O)NCCN(C)C1CCCCC1,2.2,-1.6,-6.5,-3.3,-12.8,-0.9,0.6,-3.0,-2.6,102.4
O=C1/C(=C/c2ccc(F)cc2)SC(=S)N1NS(=O)(=O)c1ccccc1,-2.3,5.8,1.9,-5.1,10.4,-1.4,2.8,-4.0,-2.1,119.6
Cc1cc(CSc2ccccc2)ccc1NC(=O)COc1ccccc1,3.9,3.7,4.7,1.0,-20.7,1.5,1.3,3.7,-6.5,100.3
COc1cc(-c2nc3c4ccccc4nc(=S)n3[nH]2)cc(OC)c1OC,-1.7,-6.0,5.0,0.9,8.7,-0.7,-1.1,-2.4,-0.7,98.0
CCc1ccc(N2CCN(C(=O)N3CCOCC3)CC2)cc1,-1.8,9.8,0.0,-2.8,8.6,-3.0,-0.4,-5.6,-6.6,104.2
O=C(NNC(=O)c1cc2ccccc2oc1=O)c1ccccc1,-2.2,-4.0,8.8,-3.0,11.8,1.6,0.4,-2.4,-17.1,112.4
O=C(NN1C(=O)/C(=C/c2ccc(O)cc2)SC1=S)c1cccc(O)c1,-1.4,44.2,0.0,18.0,7.1,-1.2,-44.1,-57.8,-19.8,116.3
Cc1ccccc1N1CCN(Cc2nc(Cc3ccccc3)no2)CC1,1.3,-55.5,1.3,-4.6,-6.1,2.3,-1.6,-3.4,-0.4,103.7
COc1cccc(CNCCOCCO)c1OC,-1.2,7.5,/,0.1,6.6,3.8,1.4,-0.9,8.0,102.9
Cc1ccc(-n2c(SCC(=O)Nc3cccc(S(N)(=O)=O)c3)nc3ccccc32)cc1,3.5,12.9,/,-0.2,-19.2,6.3,0.9,-1.5,-3.0,121.9
CCOc1ccc(N(C)S(=O)(=O)c2ccc(C)c(C(=O)NCCc3ccc(OC)cc3)c2)cc1,-0.7,4.8,-0.8,0.0,4.5,-0.4,-0.9,-1.7,-12.1,93.7
CCc1ccccc1NC(=O)C1CCCN1S(=O)(=O)c1ccc(-c2ccc(=O)[nH]n2)s1 (centres undefined),-1.0,-6.5,-3.3,-5.7,5.4,5.1,-1.8,-6.9,-4.3,103.8
c1ccc2c(c1)oc1c(Nc3ccc4c(c3)OCO4)ncnc12,15.2,12.0,33.5*,7.0,-85.8,0.2,-1.1,-1.9,-2.4,95.8
O=C(NCCc1ccccc1)C1CCCN1S(=O)(=O)c1cccc2nsnc12 (centres undefined),-1.0,2.5,-1.7,-1.3,5.3,2.2,0.3,-2.6,-11.9,108.2
CC12CCC(C(=O)Nc3cc(F)ccc3F)(CC1=O)C2(C)C (centres undefined),-0.5,46.3,-0.7,0.8,2.3,3.7,0.0,-4.0,-9.9,104.2
CC1CC(C)CN(C(=O)CSc2nc(N)cc(=O)[nH]2)C1 (centres undefined),-0.3,2.1,-1.8,2.7,1.3,-0.9,0.5,4.2,-7.8,96.3
CCCSc1nc2c(cnn2-c2ccccc2)c(=O)[nH]1,0.2,-1.2,-2.8,-0.2,-1.0,-0.6,0.8,-0.1,-7.5,103.0
CC1CN(CCOc2ccc(F)cc2)CC(C)O1 (centres undefined),-0.9,15.6,-2.6,2.0,5.2,-8.1,2.2,-2.4,-2.2,111.3
Cc1cccc(-c2nnc3sc(-c4ccccc4)nn23)c1,-1.1,4.3,-14.4,1.1,6.1,3.8,2.7,1.7,-6.8,93.7
Cc1cccc(NC(=S)/N=C(\N)Nc2nc(C)c3cc(C)ccc3n2)c1,-2.1,-0.1,-1.4,-4.6,11.4,5.6,-1.4,-3.6,-10.9,112.1
CCCOc1ccc2c(=O)c(-c3cc(C(=O)OC)oc3C)c(C)oc2c1,11.3,-5.8,/,1.9,-63.5,-0.5,1.0,-0.5,-10.4,101.6
COC(=O)c1ccccc1NC(=O)c1ccc(-c2cccc(Cl)c2)o1,-1.7,-0.6,/,-2.1,9.8,-6.1,1.1,-0.5,8.8,104.7
CCOC(=O)C1CCCN(C(=O)N2CCOCC2)C1 (centres undefined),-3.5,0.3,-1.5,4.5,16.6,-1.1,0.5,0.7,-8.1,99.6
Cc1cc(NC(=O)CCC2CCCC2)no1,-0.9,-5.3,/,7.2,5.6,1.6,1.0,-1.7,-11.2,/
Cc1cc(C(=O)CN2C(=O)c3ccccc3S2(=O)=O)c(C)n1C(C)C,-2.9,2.0,-5.0,-5.8,11.0,1.6,0.7,-4.7,2.7,99.5
SMILES,MOR-DOR ag,Arrestin-AP2 inh,Wnt bcat act,RTF Ca sens act,OPRM1-OPRD1 inv,V-ATPase pH,C-LANA FP,Keap1-Nrf2 PPI,RTF Ca sens inh,Pemphigus Ab inh
Cc1ccc(S(=O)(=O)N2CCc3ccccc3C2)cc1,-1.9,24.6,1.4,-8.2,9.1,1.4,-3.2,-3.3,2.8,97.8
O=C(CN1CCN(C(c2ccccc2)c2ccccc2)CC1)N1CCOCC1,-0.5,13.7,-1.3,-0.9,3.0,-2.2,-0.1,-4.6,-5.3,103.7
CN(C)CCCNC(=O)c1ccccc1Oc1ccccc1,0.2,-6.2,-0.4,11.7,-0.8,5.6,/,-0.9,0.4,104.8
O=C(c1ccc2c(c1)OCO2)C1CCCN(C(=O)c2cnn(Cc3ccccc3)c2)C1 (centres undefined),-3.2,32.0,16.5,-3.8,16.5,-2.7,-0.7,-0.4,0.1,90.9
CCOC(=O)C1CCN(C(=O)c2ccc3c(=O)n4c(nc3c2)CCCCC4)CC1,1.6,-3.7,-3.3,5.9,-10.5,2.4,0.6,-1.5,-15.7,105.3
O=C(O)CS(=O)(=O)c1ccc(C(F)(F)F)cn1,-1.4,17.0,-4.7,2.7,7.1,1.8,-0.6,-1.4,-2.2,104.9
Cc1ccc(NC(=O)c2sc(N)nc2-c2ccc([N+](=O)[O-])cc2)cc1C,2.4,4.5,0.0,-1.0,-12.9,-3.7,0.7,-3.7,-10.2,62.9*
O=C(CCN1C(=O)/C(=C\c2ccccc2)SC1=S)NNC(=O)c1ccccc1O,0.7,-4.2,-1.5,2.4,-3.6,1.4,-0.6,-3.0,2.8,109.3
O=C(NC1CCCCCCC1)C1CCN(S(=O)(=O)N2CCCC2)CC1,1.1,8.1,/,-5.7,-5.9,-2.9,-0.7,3.1,-3.3,97.5
CC(=O)c1cccc(NC(=O)CN(c2ccccc2F)S(C)(=O)=O)c1,-2.3,-5.6,-0.1,-3.4,12.4,-2.8,-0.9,-3.4,-2.4,89.8
CCOc1ccccc1OCC(=O)Nc1ccc(S(=O)(=O)N(C)C)cc1,1.5,5.8,-11.4,-2.4,-9.3,-4.7,-1.5,3.4,-1.0,105.3
C[C@@H]1CN([C@@H](C)CO)C(=O)c2cccc(NC(=O)c3nc4ccccc4s3)c2O[C@@H]1CN(C)CC1CC1,-0.9,-15.3,-0.8,-0.9,4.4,-0.3,-0.8,-2.2,-10.9,91.4
CCCNS(=O)(=O)c1ccc(CCC(=O)Nc2ccc3c(c2)OCO3)cc1,-0.2,-6.5,-4.0,7.3,1.2,0.4,0.4,3.1,-21.9,/
CCN(CC)c1ccc(N=Cc2ccc(N(CC)CC)cc2O)cc1,5.5,15.7,/,15.0,-31.6,3.6,0.8,6.1,-19.8,169.8
O=C(CCNC(=O)C1CCN(S(=O)(=O)c2ccc(F)cc2)CC1)NCCc1cccc(F)c1,-0.5,9.4,-1.9,-4.0,2.6,1.7,-2.3,0.3,-10.1,97.8
Cc1cc(C(=O)O/N=C(\N)c2ccc(C(C)(C)C)cc2)no1,/,17.9,?,/,/,0.6,/,/,/,105.5
COc1ccc(-c2nc(CS(=O)CC(=O)NC3CCCCCC3)c(C)o2)cc1 (centres undefined),-2.4,7.7,-3.5,-2.4,12.1,-3.6,-1.3,2.9,4.2,98.6
O=C1c2cccc3cccc(c23)C(=O)N1Nc1ccccc1,0.4,39.6,-1.5,-4.6,-2.3,-1.8,0.5,1.2,-9.3,111.0
COc1ccc(N2CS(=O)(=O)/C(=C/N(C)C)C2=O)cc1,-0.6,3.6,/,5.2,3.0,2.4,0.7,3.1,-16.2,101.3
CC1(C)CC(NC(=O)Cc2ccccc2)CC(C)(C)N1,-1.8,5.3,-0.1,0.3,8.4,-1.8,0.3,1.0,5.5,101.1
Cc1cccc(C(=O)Nc2ccc(C(=O)/C=C/c3ccncc3)cc2)c1,-3.8,19.2,7.3,-4.1,19.1,7.0,-0.4,-0.8,1.8,96.6
CCN(c1ccccc1)S(=O)(=O)c1ccc(OC)c(NC(=O)Cn2cnc3c2c(=O)n(C)c(=O)n3C)c1,/,-1.5,0.2,16.5,/,-2.9,1.9,-3.0,-5.2,91.7
Cc1ccc(SCC2=NN(c3nc(C)cc(C)n3)C(=O)C2)cc1,-4.2,39.4,-0.4,-4.5,20.2,4.5,-0.6,-0.3,-8.9,103.2
CCc1ccc2oc(-c3cccc(N)c3)nc2c1,-0.8,-0.1,15.0,-0.1,4.4,0.3,-0.7,0.5,8.2,105.3
CCC(=O)N(CCc1ccccc1)Cc1cc2cc(C)ccc2[nH]c1=O,-2.9,16.1,0.4,0.7,15.1,4.8,-0.3,-5.2,-1.9,105.2
SMILES,MOR-DOR ag,Arrestin-AP2 inh,Wnt bcat act,RTF Ca sens act,OPRM1-OPRD1 inv,V-ATPase pH,C-LANA FP,Keap1-Nrf2 PPI,RTF Ca sens inh,Pemphigus Ab inh
O=C(NCc1cccnc1)C(=O)NCC1OCCN1S(=O)(=O)c1cc(F)ccc1F (centres undefined),-1.3,-3.1,0.7,2.8,6.6,-0.7,-2.3,-5.8,2.6,83.7
O=C(NCc1ccc(F)cc1)C1CCN(S(=O)(=O)N2CCOCC2)CC1,-1.3,28.3,-0.7,-5.7,7.3,-2.5,-1.1,0.6,-3.6,101.4
CCN(CC)C(=O)COn1c(SCC(=O)N(CC)CC)nc2ccccc2c1=O,-3.2,9.2,-0.1,5.0,17.1,-0.8,-1.5,-2.4,-10.1,103.4
CC(=O)C1(C)N(O)C(C)(C)C(c2cccs2)=[N+]1[O-] (centres undefined),-2.3,16.8,-1.2,-6.2,11.9,-0.9,0.5,-2.9,-3.5,105.4
O=C1CSC(c2ccccc2)N1Cc1ccccc1 (centres undefined),-0.3,10.1,-3.1,-2.2,1.7,-2.5,0.9,1.3,3.6,122.2
COc1ccc(N(C(=O)CCl)C(C(=O)NC2CCCCC2)c2cccnc2)cc1 (centres undefined),-0.4,2.1,-10.1,2.1,2.5,15.1*,0.9,-4.2,-11.0,101.1
Cc1cccc(CSc2nc3sc(C)c(C)c3c(=O)n2Cc2ccco2)c1,-3.2,-2.7,-2.2,0.2,13.8,-0.3,-0.7,0.7,0.9,99.1
